CAL PDZ FP-1: human CAL PDZ-peptide interaction inhibition | purified CAL PDZ, TMR-peptide fluorescence polarization, 1 h | actives 0.02% (n = 330,000) | AID 504414 | inhibition, % at 20 µM;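 active = highest replicate inhibition of at least 40%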;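 also: plate controls were DMSO neutral control wells for no effect and unlabeled competitor peptide control wells for full effect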
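material = purified tagged CAL PDZ domain construct (CerCALP) | compound dosing = 20 µM, one dose | times = 1 h at RT | measured by = fluorescence polarization from S- and P-plane intensities, G-factor corrected | read-out = inhibition from polarization loss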
Rtt109 Vps75: C. albicans Rtt109 histone acetyltransferase inhibition; Q5AAJ8; purified Rtt109/Vps75, ThioGlo CoA-SH fluorescence, 4 h; inhibition, % at 34.9 µM; actives 0.16% (n = 330,000);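 active = inhibition of at least 50% in every replicate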
dFosB act: activators of mouse delta FosB homodimer. P13346. AID 493131. purified delta FosB, TAMRA-CDK5 oligo fluorescence polarization; percent of positive-control signal above neutral wells. activation, % at 25 µM. actives 0.99% (n = 340,000);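 active = mean activation above about 17%, with every replicate also reaching it, limit read from the data, passing the limit was not always enough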;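 also: fluorescence polarization rise as delta FosB binds a TAMRA Cdk5 AP-1 oligo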
Target sequence (P13346 whole entry, looked up): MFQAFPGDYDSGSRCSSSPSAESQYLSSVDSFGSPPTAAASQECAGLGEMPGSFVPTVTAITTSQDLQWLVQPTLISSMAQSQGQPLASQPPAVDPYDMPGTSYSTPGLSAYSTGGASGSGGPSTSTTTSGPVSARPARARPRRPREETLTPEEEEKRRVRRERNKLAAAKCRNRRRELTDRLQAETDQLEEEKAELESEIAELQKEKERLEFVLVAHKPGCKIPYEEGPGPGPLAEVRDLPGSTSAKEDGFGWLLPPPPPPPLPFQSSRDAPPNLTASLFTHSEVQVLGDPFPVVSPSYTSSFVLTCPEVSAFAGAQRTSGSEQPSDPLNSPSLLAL
Tat export inh: blocks Tat-dependent protein export in E. coli. E. coli MC4100 TorA-mCherry Tat export, fluorescence. inhibition, % at 10 µM. actives 0.036% (n = 340,000);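 active = mean replicate inhibition at least 50% and at least half of replicates individually reaching 50%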;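 also: exported cargo escapes ClpAP degradation while cytoplasmic cargo is degraded and loses fluorescence; 0% = median of neutral control wells and 100% = median of NaSCN control wells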
Wnt bcat act: activators of Wnt/beta-catenin signaling; Wnt/beta-catenin reporter cell assay, activator, plate reader; activation, % at 9.35 µM; actives 1.2% (n = 300,000); in the data active = activation above about 30%, passing the limit was not always enough;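 also: 0% = neutral control wells and 100% = positive control wells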
CAL PDZ FP-2: CAL PDZ (human) peptide binding inhibition; Q9HD26; actives 0.92% (n = 300,000); inhibition, % at 24.9 µM; purified CAL PDZ, TMR-peptide fluorescence polarization, 1 h; AID 602252;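 active = mean inhibition of at least 30% with at least half of replicates also reaching 30%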;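 also: 0% = DMSO neutral control and 100% = excess unlabeled competitor peptide PRC23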
V-ATPase pH: regulators of yeast V-ATPase proton transport | actives 0.37% (n = 350,000) | S. cerevisiae, pHLuorin cytosolic pH fluorescence | AID 504577 | response, % at 10 µM; in the data active = response mostly above about 7.3%, no sharp cut-off; inactive = mostly below about 5.4%; also: actives read high; inactives centre near 0; some compounds called inactive have numbers as strong as hits; reference of the scale not given here
cardiac RTF act: increases calcium sensitivity of human cardiac regulated thin filaments; activation, % at 7.2 µM; P19429+P45379; IANBD-labeled TnC RTF fluorescence at EC20 calcium; 0% EC20 calcium, 100% full calcium; actives 0.24% (n = 340,000);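 active = activation above the mean over all tested compounds plus 3 SD, cut at about 30% in these data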;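 also: rise in fluorescence read as greater calcium sensitivity of cardiac thin filaments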
MITF TRPM1 HTS: activators of MITF-driven TRPM1 promoter activity in SK-MEL-5 cells; AID 588334; SK-MEL-5 TRPM1-promoter luciferase, 24 h; % of positive control, neutral wells = 0; actives 0.75% (n = 300,000); activation, % at 12.5 µM;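 active = mean activation of at least 80% with every replicate also reaching 80%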;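 also: 0% = neutral control wells and 100% = parthenolide positive control wells; values of inactives mirror those of a sister screen read the other way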
CDK5 inh: inhibitors of human CDK5/p35 kinase. Q00535+Q15078. Recombinant CDK5/p35, ADP-Glo luminescence, 60 min. inhibition, % at 10 µM. actives 0.01% (n = 330,000). AID 488839;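 active = highest replicate inhibition of at least 50% and at least 75% of replicates reaching 50%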;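 also: plate controls were DMSO neutral control for no effect and GW8510 at 10 µM for full effect; many of its hits are not listed in these tables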
Target sequence (Q00535 whole entry, looked up): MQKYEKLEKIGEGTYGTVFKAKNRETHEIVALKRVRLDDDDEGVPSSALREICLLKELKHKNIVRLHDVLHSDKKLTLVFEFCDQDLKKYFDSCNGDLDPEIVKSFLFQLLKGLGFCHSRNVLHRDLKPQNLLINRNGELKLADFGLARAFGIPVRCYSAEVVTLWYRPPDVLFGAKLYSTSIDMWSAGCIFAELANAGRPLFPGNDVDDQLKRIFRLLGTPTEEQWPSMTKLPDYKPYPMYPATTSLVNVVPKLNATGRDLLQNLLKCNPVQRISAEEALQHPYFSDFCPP
Target sequence (Q15078 whole entry, looked up): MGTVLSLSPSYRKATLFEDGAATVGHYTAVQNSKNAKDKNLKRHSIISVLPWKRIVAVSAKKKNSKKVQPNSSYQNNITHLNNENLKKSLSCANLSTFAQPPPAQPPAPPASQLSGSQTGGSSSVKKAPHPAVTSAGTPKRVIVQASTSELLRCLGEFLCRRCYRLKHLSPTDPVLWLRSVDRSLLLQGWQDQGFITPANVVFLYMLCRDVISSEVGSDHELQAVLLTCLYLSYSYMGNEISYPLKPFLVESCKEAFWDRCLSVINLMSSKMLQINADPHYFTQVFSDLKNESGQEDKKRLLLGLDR
Numbers without * were called inactive; · = not tested or not shown.

SMILES | CAL PDZ FP-1 | Rtt109 Vps75 | dFosB act | Tat export inh | Wnt bcat act | CAL PDZ FP-2 | V-ATPase pH | cardiac RTF act | MITF TRPM1 HTS | CDK5 inh
CCC(=O)Oc1ccc2c(c1)O/C(=C\c1ccco1)C2=O | -2.1 | -90.0 | -4.6 | -0.3 | 13.3 | · | 0.3 | · | · | 2.9
CCOC(=O)c1cc2c3ccccc3n(CC)c2nc1N | 1.3 | -11.5 | -0.1 | -11.3 | · | 0.6 | -4.2 | -1.8 | 7.5 | -0.4
O=C(O)c1cc2cc(OCc3ccccc3)ccc2[nH]1 | -2.4 | 2.0 | -1.9 | 7.2 | · | 0.2 | -70.0 | 2.6 | -10.2 | 2.5
O=C1CC(NCCN2CCOCC2)C(=O)N1Cc1ccc(N2CCCC2=O)cc1 (stereo unspecified) | -2.0 | · | 1.7 | 0.5 | · | -3.3 | -7.6 | -5.0 | 3.9 | -1.7
O=C(COC(=O)CCS(=O)(=O)c1ccccc1)Nc1cc(S(=O)(=O)N2CCCCC2)ccc1Cl | -3.4 | 1.5 | -5.6 | 3.6 | -1.8 | -9.1 | 5.4 | -5.4 | 1.1 | -1.6
C[N+](C)(C)CC(=O)N/N=C/c1c2ccccc2cc2ccccc12 | -2.0 | 2.3 | 30.9* | -6.6 | 2.0 | -3.4 | -0.3 | -0.6 | 10.8 | ·
CCOCCCNc1ccc(N2C(=O)CCCC2=O)cc1[N+](=O)[O-] | · | -8.2 | 0.5 | 5.6 | -0.7 | -1.2 | -2.4 | -3.5 | 0.3 | -2.3
O=C1CCc2ccc(OCCCCN3CCN(c4cccc(Cl)c4Cl)CC3)cc2N1 | -2.7 | 18.8 | -1.5 | 0.7 | -5.1 | -3.2 | 0.9 | -2.1 | 1.4 | -0.1
COc1ccc(OC)c(N(CC(=O)Nc2ccccc2C(=O)NCc2ccco2)S(C)(=O)=O)c1 | -0.6 | 2.7 | -3.8 | -4.9 | · | · | -4.7 | 1.5 | -16.3 | -0.9
Cc1ccccc1N=C1C(=O)Nc2ccccc21 | -0.9 | -1.4 | -2.6 | 5.3 | -5.8 | 1.4 | -4.0 | -3.5 | 4.2 | -0.8
O=C(N/N=C/c1c(Cl)nc2ccccn2c1=O)c1cccnc1 | -2.8 | -7.0 | -8.4 | -5.5 | -8.9 | -4.1 | 4.5 | -1.6 | -6.2 | -3.8
Cc1ccc(OCCCCN2CCc3ccccc3C2)cc1 | -0.4 | -3.0 | 0.5 | -2.7 | -0.4 | -1.9 | -3.0 | -5.2 | -18.3 | -0.4
CN(CC(=O)O)S(=O)(=O)/C=C/c1ccccc1 | -0.3 | -3.1 | -3.0 | 3.6 | -0.6 | 2.0 | -1.9 | -1.9 | -2.8 | -0.2
CCOC(=O)N1CCN(C(=O)c2ccc(N(Cc3ccccc3Cl)S(C)(=O)=O)cc2)CC1 | -0.3 | 1.7 | -10.6 | -9.7 | 3.3 | -2.7 | -0.4 | -2.9 | -15.5 | 1.1
O=C(CCNC(=O)c1ccc(Cl)cc1)NCCCN1CCOCC1 | 0.2 | -1.4 | -0.4 | -4.6 | -2.2 | · | 1.5 | -2.9 | -1.0 | -1.6
O=C(CSc1ccc2nnc(-c3ccccn3)n2n1)N1CCN(c2ccccc2)CC1 | -0.2 | 6.3 | -10.0 | 13.8 | -1.3 | · | -1.7 | -4.3 | -10.8 | 0.1
CCC(C)Sc1nc2c(c(=O)[nH]c(=O)n2C)n1Cc1ccccc1Cl (stereo unspecified) | -1.8 | -11.6 | 1.1 | 5.5 | -1.0 | -2.8 | 6.2 | -0.7 | 25.6 | -2.3
C/C(=N\NC(=O)c1cc(C)oc1C)c1ccc(C)c([N+](=O)[O-])c1 | 1.5 | 2.5 | 0.0 | 1.1 | 4.6 | -2.3 | -0.9 | -2.6 | 14.1 | 0.8
CCN(CC)S(=O)(=O)c1ccc2c(c1)c(=O)c(C(=O)NCCN(C)CCc1ccccc1)cn2C | -3.5 | -10.1 | -14.9 | 1.9 | · | 1.1 | 5.5 | 2.5 | · | 0.4
COc1ccc2cc([C@H](C)C(=O)OCc3cn(CC(=O)c4ccc(O)cc4)nn3)ccc2c1 | -1.5 | -2.7 | -15.4 | 5.9 | 2.4 | -3.3 | 0.0 | -1.0 | 4.2 | 0.0
COc1ccc(C(=O)C2CCCN(C(=O)c3ccnn3C)C2)cc1OC (stereo unspecified) | -1.3 | -10.6 | -0.7 | 6.5 | -1.1 | · | 0.9 | 0.5 | 2.4 | 0.4
O=c1[nH]nc(CNc2ccc(C(F)(F)F)cc2)c2ccccc12 | -1.5 | 11.9 | -4.4 | -5.6 | 4.9 | -5.5 | -2.5 | -0.8 | 41.9 | -1.0
NC(=O)c1cccc(-c2noc(-c3ccccc3F)n2)c1 | -0.8 | -0.2 | -2.4 | -4.6 | 5.9 | 0.2 | 0.8 | 7.1 | 31.9 | 2.2
Cn1c(=O)c2c(nc(NN=C3CCCCC3)n2C)n(C)c1=O | · | 0.2 | -2.4 | 5.4 | -5.9 | -5.2 | -12.5 | 7.6 | 7.8 | 1.2
CCCC(=O)Nc1cccc(-c2nc3ccccc3c(=O)o2)c1 | -2.9 | -7.3 | -13.7 | 5.2 | · | -3.0 | -1.3 | 2.7 | 4.5 | 0.5
Cc1noc(C)c1COc1ccc(CC(=O)NC2CCCCCC2)cc1 | 0.1 | 3.9 | -10.4 | 2.3 | -1.0 | · | -0.8 | 2.0 | -8.3 | 0.7
COc1ccc(/C=C/c2nc(N)nc(-c3ccccc3O)n2)cc1 | -0.5 | -3.8 | 8.9 | 9.8 | 16.8 | · | -4.2 | -5.0 | 12.2 | 0.5
COc1cc(OC)cc(Oc2ccc(S(=O)(=O)N3CCCCC3)cc2[N+](=O)[O-])c1 | -0.1 | -2.9 | -4.3 | -16.2 | -2.3 | -1.3 | 0.0 | -6.8 | 9.7 | 0.1
CC(C)(C)c1ccc2c(c1)N(CC(=O)O)C(=O)CO2 | -0.7 | 4.4 | -4.2 | 1.5 | · | · | -2.6 | -1.5 | -5.3 | 1.9
COc1ccc(CCNc2nc(N3CCOCC3)nc(N3CCOCC3)n2)cc1OC | -1.8 | -7.8 | -5.8 | -6.3 | 2.8 | 3.2 | 1.5 | 5.2 | 5.7 | 0.1
Cc1cccc(C)c1NC(=O)CN(C)C(=O)CC1OC(=O)c2ccccc21 (stereo unspecified) | -0.8 | -10.9 | 0.4 | 2.5 | -0.2 | · | 0.8 | -2.2 | 0.2 | 0.9
C=CCc1c(C)nc(SCC(N)=O)[nH]c1=O | -0.4 | 1.0 | -4.9 | -8.7 | -1.0 | · | -1.5 | 4.9 | 3.8 | -3.2
CC(=O)c1sc(Nc2ccccn2)nc1C | -2.8 | 4.3 | -5.8 | -6.3 | 4.3 | 1.6 | -4.4 | 10.0 | · | 1.0
CC(NC(=O)c1cccc(Cl)c1)C1CC2CCC1C2 (stereo unspecified) | -4.3 | 10.3 | -7.0 | -2.0 | -2.3 | 3.1 | 0.0 | -2.4 | -2.6 | -0.2
COc1ccc(NS(=O)(=O)c2cc(NS(=O)(=O)c3cc(C(=O)O)ccc3OC)ccc2C)cc1 | -3.0 | -2.1 | -3.5 | 12.0 | -1.7 | · | -2.4 | 1.1 | -4.8 | -2.1
O=C(Cc1ccccc1)N/N=C\c1ccc(Br)o1 | -1.5 | 19.1 | -1.0 | -10.3 | -0.2 | · | -1.7 | 2.9 | 6.0 | -2.1
O=C(CSc1nnc(-c2ccco2)n1Cc1ccccc1)NC(=O)NCc1ccco1 | -1.1 | 3.6 | -6.9 | 1.7 | -1.7 | 2.1 | -2.9 | -2.6 | -6.2 | 0.3
Cc1cccc(NC(=S)Nc2ccc(Oc3ccccc3)cc2)n1 | -0.9 | 6.1 | -4.0 | 4.5 | 5.9 | -1.6 | -0.9 | 0.1 | 0.2 | 1.1
Cc1ccc(O)c(C(=O)/C=C/c2ccc3c(c2)OCCCO3)c1 | -0.4 | 3.3 | -8.3 | 1.9 | 15.4 | -5.2 | -2.6 | 8.9 | 70.5 | -0.4
COc1cc(C)c(Cl)cc1S(=O)(=O)NCc1ccco1 | -0.1 | -4.1 | -2.3 | -5.2 | -2.2 | -3.2 | 0.1 | -4.7 | 1.3 | -0.3
O=C(CSc1nc2ccccc2c(=O)n1-c1ccc(F)cc1F)Nc1ccc2c(c1)CCC2 | -3.0 | 0.3 | -4.3 | 3.8 | -3.9 | -1.4 | -0.2 | -3.5 | -0.8 | -1.7
N#Cc1ccccc1CSCCNC(=O)Cc1c(F)cccc1Cl | 0.8 | -8.6 | -0.1 | -3.4 | 1.1 | 0.0 | 3.4 | 4.0 | 16.0 | 0.2
Cn1nccc1C(=O)N1CCCC(C(=O)c2ccc(Oc3ccccc3)cc2)C1 (stereo unspecified) | -0.4 | -43.9 | -13.8 | -9.4 | 2.3 | -5.5 | -1.1 | 4.4 | 0.6 | -0.1
Cc1ccc(-c2cc(C(=O)N/N=C/c3ccco3)[nH]n2)cc1 | · | 12.7 | 1.9 | 7.8 | · | -10.0 | -2.6 | 3.7 | 4.2 | 1.1
CC(=O)c1ccc(NC(=O)N2CCc3ccccc3C2)cc1 | -0.6 | -12.7 | -13.8 | 0.2 | 15.6 | 0.7 | -1.0 | 3.7 | 78.3 | -0.3
CC(=O)c1cccc(NC(=O)COC(=O)CCC(=O)c2ccc(F)cc2)c1 | -0.8 | 0.7 | -6.7 | 4.4 | -2.4 | -6.9 | 2.3 | -1.8 | -7.7 | -1.3
CN1C2C=C(N(CCc3c[nH]c4ccccc34)C(=O)c3ccc(Cl)cc3)CC1CC2 (stereo unspecified) | -2.5 | 9.8 | -3.7 | -5.0 | -4.2 | -0.5 | -0.4 | 7.4 | 7.9 | 1.1
Cc1cccc(OCC(=O)NCCCNC(=O)c2ccc(C)nc2)c1 | -1.5 | 24.6 | 0.2 | -1.9 | 4.5 | 1.5 | -3.6 | -7.1 | -1.6 | -2.7
Cc1ccc(NC(=O)COc2ccc(/C=C3/NC(=O)NC3=O)cc2)cc1 | -1.5 | -5.7 | 73.1* | -4.3 | 2.6 | -1.4 | 1.1 | -7.9 | -4.3 | 0.3
O=C(c1cc(COc2ccc(F)cc2Cl)on1)N1CCCC(c2ccccc2)C1 (stereo unspecified) | 0.0 | 2.9 | -11.5 | 7.3 | -22.0 | -7.4 | -3.1 | 7.0 | 5.0 | -0.7
COc1cc(NC(=O)c2cc(OC)c(OC)c(OC)c2)c(OC)cc1NC(=O)CN1CCCCC1 | · | 13.4 | -2.0 | -4.7 | · | -5.6 | 1.2 | -10.4 | 0.7 | -1.4
CC(C)(Oc1ccc(Cl)cc1)C(=O)NCCN1C(=O)S/C(=C/c2cccnc2)C1=O | -0.5 | 8.6 | -4.3 | -8.2 | · | -3.0 | -1.3 | -4.6 | -2.0 | -1.4
COc1cccc(C2=NOC(C(=O)Nc3ccccc3SC)C2)c1 (stereo unspecified) | -1.7 | 2.0 | -6.3 | 9.2 | · | 0.6 | -1.3 | 5.5 | · | 0.4
CCOC(=O)C1CCN(c2ncnc3c2cnn3-c2ccccc2)CC1 | -1.7 | -5.2 | 2.0 | 8.9 | · | · | -5.0 | 0.2 | 11.7 | -1.6

Bioassay records from PubChem.
